Compound activity: PubChem, National Center for Advancing Translational Sciences (NCATS)
GLS inh: blocks human kidney-isoform glutaminase activity. GLS enzymatic activity, qHTS titration. Potency, µM (highest dose often 45.5 µM), for inactives: at the top dose activity change, negative = inhibition, actives largely listed as inhibitors. 410,000 tested, 0.21% active. AID 624170; further: potency means the concentration at half of the fitted maximal effect; on the % scale 0 is the no-effect control and ±100 the full control effect
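Compounds were pin-transferred onto hKGA, after which L-glutamine (1 mM solution) and a detection mix of glutamate oxidase, HRP and Amplex Red were added. Initial and 30 min RT fluorescence reads were collected.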
BAZ2B inh: inhibitors of human BAZ2B bromodomain. Q9UIF8. AlphaScreen BAZ2B-H3K14Ac peptide displacement. Potency, µM (highest dose often 114 µM), inactives show at the top dose activity change, negative = inhibition, usual class: inhibitors. 360,000 tested, 4.4% active; further: potency means the concentration at half of the fitted maximal effect; on the % scale 0 is the no-effect control and ±100 the full control effect; nearly all actives have a fitted effect of over 60% in size
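BAZ2B 50 nM plus b-H3(5-23)K14Ac 50 nM, PBS pH 7.4/0.01% Tween-20, 30 min RT; compound added (max 110 uM), 30 min RT; streptavidin donor/Ni-chelate acceptor beads 10 ug/mL final, 20 min dark; AlphaScreen read.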
G9a inh: G9a (human) methyltransferase inhibition; Q96KQ7; G9a H3K9 monomethylation, AlphaScreen, 2 h; Potency, µM (top dose mostly 102 µM), for the others: at the highest dose activity, negative = inhibition, actives largely listed as inhibitors; 350,000 tested, 8.8% active; AID 504332; further: potency means the concentration at half of the fitted maximal effect; on the % scale 0 is the no-effect control and ±100 the full control effect; nearly all actives have a fitted effect of over 75% in size
Target sequence (Q96KQ7 913-1193 limits assumed): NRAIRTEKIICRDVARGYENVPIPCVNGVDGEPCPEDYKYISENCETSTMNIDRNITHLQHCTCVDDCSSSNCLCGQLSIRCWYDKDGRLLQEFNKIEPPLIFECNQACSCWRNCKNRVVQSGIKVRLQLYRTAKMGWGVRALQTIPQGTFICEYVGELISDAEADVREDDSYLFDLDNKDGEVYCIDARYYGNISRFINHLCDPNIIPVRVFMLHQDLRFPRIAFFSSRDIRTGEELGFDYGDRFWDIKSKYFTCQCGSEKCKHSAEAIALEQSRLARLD
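Using a bead-based AlphaScreen, monomethylated H3K9 product from 2 h room-temperature reactions (G9a 20 nM, peptide 500 nM, SAM 20 uM) was detected with 0.5 ug/mL rabbit anti-H3K9me1 antibody.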
HP1b binding inh: inhibitors of HP1-beta chromodomain binding to methylated histone tails. Potency, µM (doses to about 114 µM), for the others: top-dose activity change, negative = inhibition, actives largely listed as inhibitors. AlphaScreen HP1-beta / biotin-H3K9me3 peptide binding. P83916. 390,000 tested, 0.56% active; further: potency means the concentration at half of the fitted maximal effect; nearly all actives have a fitted effect of over 70% in size; inactives centre near 23
Target sequence (P83916 whole entry, looked up): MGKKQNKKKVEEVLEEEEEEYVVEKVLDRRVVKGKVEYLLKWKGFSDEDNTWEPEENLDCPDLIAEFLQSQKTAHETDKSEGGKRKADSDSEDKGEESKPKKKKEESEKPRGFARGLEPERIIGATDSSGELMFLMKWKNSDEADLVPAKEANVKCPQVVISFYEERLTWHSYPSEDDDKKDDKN
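AlphaScreen: HP1-beta (50 nM) preformed 30 min with biotin-H3(1-18)K9me3 peptide (50 nM) in PBS pH 7.4, 0.01% Tween-20. Compound added for 30 min at RT, then streptavidin donor/nickel chelate acceptor beads (10 ug/mL) for 30 min.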
PI4K2A inh: PI4K2A (human) kinase inhibition. Q9BTU6. purified PI4K2A, ADP-Glo luminescence, 1 h; stronger effect = lower value. activity change, negative = inhibition, % at 76.9 µM. 420,000 tested, 0.13% active. AID 1346378; in the data active means activity change below about -50%; inconclusive means mostly about -30% to -49%;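 further: -100% = wells without enzyme as full effect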
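Compounds are screened against recombinant PI4K2A using PI as substrate and ATP, the latter dispensed at 300 microM. Reactions run one hour at ambient temperature before ADP-Glo detection; full inhibition defined by wells lacking enzyme.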
Tb PGK inh: T. brucei PGK inhibition; PGK/GAPDH coupled, Kinase-Glo luminescence, 60 min; 380,000 tested, 0.043% active; AID 602233; Potency, µM (titrated, usually from 57.5 µM), without a hit: top-dose activity change, negative = inhibition, usual class: inhibitors; P07378; further: potency means the concentration at half of the fitted maximal effect; on the % scale 0 is the no-effect control and ±100 the full control effect; nearly all actives have a fitted effect of over 60% in size
Target sequence (P07378 whole entry, looked up): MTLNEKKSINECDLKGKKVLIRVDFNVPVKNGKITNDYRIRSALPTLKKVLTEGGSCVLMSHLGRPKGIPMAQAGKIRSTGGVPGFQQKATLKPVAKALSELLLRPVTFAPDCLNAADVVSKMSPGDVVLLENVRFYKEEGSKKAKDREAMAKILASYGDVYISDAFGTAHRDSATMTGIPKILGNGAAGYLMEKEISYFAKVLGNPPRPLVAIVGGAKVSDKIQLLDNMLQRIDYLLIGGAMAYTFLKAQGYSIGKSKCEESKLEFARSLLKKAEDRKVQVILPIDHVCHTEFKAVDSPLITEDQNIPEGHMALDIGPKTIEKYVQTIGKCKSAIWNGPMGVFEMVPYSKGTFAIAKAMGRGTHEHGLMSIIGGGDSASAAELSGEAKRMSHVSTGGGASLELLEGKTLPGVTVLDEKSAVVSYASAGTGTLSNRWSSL
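Luminescent ATP detection (Kinase-Glo Plus) follows a 60-minute room-temperature incubation, with wells lacking PGK as controls. Buffer: 100 mM TEA (pH 7.6), 5 mM MgCl2, 0.01% Tween-20. Coupling enzyme GAPDH (100 nM final) supplies unstable 1,3-BPG in-well.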
Pin1 inhibitor: human Pin1 inhibition; Pin1 FP peptide displacement, HiFluor488, 10 min; 390,000 tested, 0.009% active; Potency, µM (titrated, usually from 115 µM), inactives show top-dose activity, negative = inhibition, hits mostly inhibitors; Q13526; active means well fitted inhibition curve with a large enough effect in the polarisation, with a control signal flat, not every such curve was filed as active; inconclusive means small, poorly fitted or top-dose-only effect, or effect the other way, or a change in a side signal; inactive means no such curve, though single readings can be large or run the other way; the % refers to the polarisation; further: potency means the concentration at half of the fitted maximal effect; on the % scale 0 is the no-effect control and ±100 the full control effect
Target sequence (Q13526 whole entry, looked up): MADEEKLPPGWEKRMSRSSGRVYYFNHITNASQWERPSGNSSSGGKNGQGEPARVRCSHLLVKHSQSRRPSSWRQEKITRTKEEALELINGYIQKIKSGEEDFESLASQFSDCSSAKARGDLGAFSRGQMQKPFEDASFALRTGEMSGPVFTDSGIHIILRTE
JMJD2A Tudor: inhibitors of human JMJD2A Tudor domain; Potency, µM (series often up to 114 µM), for inactives: top-dose activity change, negative = inhibition, most hits filed as inhibitors; O75164; AID 504339; 390,000 tested, 4.4% active; AlphaScreen JMJD2A-Tudor / H3K4me3 peptide binding; further: potency means the concentration at half of the fitted maximal effect; on the % scale 0 is the no-effect control and ±100 the full control effect; nearly all actives have a fitted effect of over 50% in size
Pol eta inh: inhibitors of human DNA polymerase eta; Q9Y253; recombinant Pol eta, fluorescent DNA replication assay; Potency, µM (top dose mostly 114 µM), without a hit: at the top dose activity change, negative = inhibition, usual class: inhibitors; 390,000 tested, 1.2% active; AID 588591; further: potency means the concentration at half of the fitted maximal effect; on the % scale 0 is the no-effect control and ±100 the full control effect
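Fluorescent replication assay: 50 nM final substrate added after a 15 min room-temperature compound preincubation with 10 nM enzyme. Signal taken at 0 min and again at 10 min.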
Starred values were filed as active, the others as inactive; [ ] = remark or other dose. Unless noted, the call rests on the fitted dose curve; in most records, active means well fitted curve in the direction sought with a large enough effect; inconclusive means small, poorly fitted or top-dose-only effect, or another doubt; inactive means no such curve, though single readings can be large; an effect the other way counts as inactive or inconclusive.

What do the screens show for `CCOC(=O)/C(=N\Nc1ccc(Cl)cc1)Sc1nnc(-c2ccc(OC)cc2)n1C`?
GLS inh: -9%; BAZ2B inh: inconclusive; G9a inh: 10µM*; HP1b binding inh: 35%; PI4K2A inh: 5; Tb PGK inh: -1%; Pin1 inhibitor: -3%; JMJD2A Tudor: -23%; Pol eta inh: -8%

Results for Cc1nc(C)c(CCNC(=O)c2ccccc2Br)s1 ?
GLS inh: 8%; BAZ2B inh: -9%; G9a inh: inconclusive; HP1b binding inh: -6%; PI4K2A inh: -9; Tb PGK inh: -8%; Pin1 inhibitor: -1%; JMJD2A Tudor: -16%; Pol eta inh: -3%

How did O=C(Nc1ccccn1)c1ccc(Cl)c(S(=O)(=O)N2CCOCC2)c1 do in these assays?
GLS inh: 8%; BAZ2B inh: -6%; HP1b binding inh: 27%; PI4K2A inh: 1; Tb PGK inh: -3%; Pin1 inhibitor: -4%; JMJD2A Tudor: -7%; Pol eta inh: 3%

What do the screens show for `CC(=O)NCCN=Cc1sc2ccccc2c1O`?
GLS inh: 44%[activator]; BAZ2B inh: -35%; G9a inh: -6%[0.0925 µM]; HP1b binding inh: 25%; PI4K2A inh: 4; Tb PGK inh: inactive; Pin1 inhibitor: -6%; JMJD2A Tudor: -1%; Pol eta inh: -17%

What do the screens show for `O=C(Cc1ccc([N+](=O)[O-])cc1)NCc1cccnc1`?
GLS inh: -13%; BAZ2B inh: -3%; G9a inh: 26%; HP1b binding inh: 48%[activator]; PI4K2A inh: 2; Tb PGK inh: 0%; Pin1 inhibitor: -2%; JMJD2A Tudor: -3%; Pol eta inh: -9%

What do the screens show for `COC(=O)c1sc(NC(=O)Cc2cccs2)nc1C`?
GLS inh: 0%; BAZ2B inh: -3%; G9a inh: 28µM*; HP1b binding inh: 11%; PI4K2A inh: 3; Tb PGK inh: -3%; Pin1 inhibitor: 1%; JMJD2A Tudor: -9%; Pol eta inh: -1%

Results for CC(=O)N1CC=C2C(C#N)=C(N)C(C#N)(C#N)C(C)C2C1 (centres undefined) ?
GLS inh: -2%; BAZ2B inh: -7%; G9a inh: inconclusive; HP1b binding inh: 46%[activator]; PI4K2A inh: -1; Tb PGK inh: 14%; Pin1 inhibitor: inconclusive; JMJD2A Tudor: -12%; Pol eta inh: -5%

Results for CCc1nn(CC(=O)Nc2ccc(Br)c(C)c2)c(=N)s1 ?
GLS inh: -26%; BAZ2B inh: inconclusive; G9a inh: inconclusive; HP1b binding inh: 32%; PI4K2A inh: 3; Tb PGK inh: -2%; Pin1 inhibitor: -2%; JMJD2A Tudor: -16%; Pol eta inh: -14%

What do the screens show for `CC1CCCCC1NC(=O)c1ccc(N2CCCC2=O)cc1` (centres undefined)?
GLS inh: -22%; BAZ2B inh: 3%; G9a inh: -2%[12.7 µM]; HP1b binding inh: 7%; PI4K2A inh: 2; Tb PGK inh: -2%; Pin1 inhibitor: 1%; JMJD2A Tudor: -13%; Pol eta inh: 6%

Results for CCn1cc2c(n1)-c1c(oc(C(=O)Nc3cccc(C)c3C)c1C)CC2 ?
GLS inh: 1%; BAZ2B inh: 21%; G9a inh: 15%[59 µM]; HP1b binding inh: 77%[activator]; PI4K2A inh: 0; Tb PGK inh: 0%; Pin1 inhibitor: inconclusive; JMJD2A Tudor: -10%; Pol eta inh: -22%

Results for CSc1ccccc1C(=O)OCC(=O)NC1CC1 ?
GLS inh: 12%; PI4K2A inh: 2; Tb PGK inh: 1%; Pol eta inh: -9%

Results for O=C(CSc1nnc(Nc2ccccc2)s1)NCC1CCCO1 (centres undefined) ?
GLS inh: 16%; BAZ2B inh: 8%; G9a inh: -38%[12.7 µM]; HP1b binding inh: 31%; PI4K2A inh: 0; Tb PGK inh: inactive; Pin1 inhibitor: 2%; JMJD2A Tudor: -9%; Pol eta inh: -16%

Results for CN(C)/C=C(\C#N)C(=O)c1cccnc1Oc1cccc(F)c1 ?
GLS inh: 2%; BAZ2B inh: 5%; G9a inh: 20%; HP1b binding inh: 42%[activator]; PI4K2A inh: -1; Tb PGK inh: 5%; Pin1 inhibitor: -1%; JMJD2A Tudor: -7%; Pol eta inh: -5%

What do the screens show for `O=C(COC(=O)COc1ccccc1)NCCc1ccccc1`?
GLS inh: -2%; BAZ2B inh: -2%; G9a inh: -1%; HP1b binding inh: -12%; PI4K2A inh: 1; Tb PGK inh: inactive; Pin1 inhibitor: -5%; JMJD2A Tudor: -17%; Pol eta inh: 1%

Results for COc1ccc(-n2nc(C(=O)N3CCCC(C)C3)c3c4ccccc4n(C)c3c2=O)cc1 (centres undefined) ?
GLS inh: 11%; G9a inh: -42%[59 µM]; HP1b binding inh: 21%; PI4K2A inh: 2; Pin1 inhibitor: inconclusive; JMJD2A Tudor: -20%

How did Nc1nc(NCc2cccs2)nn1-c1ccccc1 do in these assays?
GLS inh: -3%; HP1b binding inh: 25%; PI4K2A inh: -3; Tb PGK inh: 1%; Pin1 inhibitor: 1%; JMJD2A Tudor: 8%; Pol eta inh: -4%

How did Clc1ccc(C2CSc3c4ncnc-4ncn32)cc1 (centres undefined) do in these assays?
GLS inh: 9%; BAZ2B inh: -13%; G9a inh: -4%; HP1b binding inh: 33%; PI4K2A inh: -7; Tb PGK inh: 0%; Pin1 inhibitor: -2%; JMJD2A Tudor: -15%; Pol eta inh: -10%

Results for COc1cc2cc(CN(Cc3cccnc3)C(=O)Nc3ccccc3)c(=O)[nH]c2cc1OC ?
GLS inh: -3%; BAZ2B inh: -25%; HP1b binding inh: 42%[activator]; PI4K2A inh: 1; Tb PGK inh: 2%; Pin1 inhibitor: 0%; JMJD2A Tudor: -14%[57.1 µM]; Pol eta inh: -9%

What do the screens show for `COC(=O)C1=C(C(=O)OC)[C@@H]2N(C)c3ccccc3[C@@]23C[C@@H](C(=O)OC)N(C(=O)C2CCC2)C3=N1`?
GLS inh: 18%; BAZ2B inh: inconclusive; G9a inh: -8%[12.7 µM]; HP1b binding inh: -6%; PI4K2A inh: -1; Tb PGK inh: 0%; Pin1 inhibitor: 1%; JMJD2A Tudor: inconclusive; Pol eta inh: -20%

What do the screens show for `Cc1cc(C2=NNC(=NC3CC3)SC2)c(C)n1-c1ccccc1`?
GLS inh: -7%; BAZ2B inh: inconclusive; G9a inh: 28µM*; HP1b binding inh: -14%; PI4K2A inh: -5; Tb PGK inh: -7%; Pin1 inhibitor: 5%; JMJD2A Tudor: inconclusive; Pol eta inh: -10%

Results for O=C(NCC1CCCO1)c1ccc(NS(=O)(=O)c2ccccc2)cc1 (centres undefined) ?
GLS inh: 0%; BAZ2B inh: 1%; G9a inh: 19%; HP1b binding inh: 32%; PI4K2A inh: 1; Tb PGK inh: 8%; Pin1 inhibitor: 6%; JMJD2A Tudor: -8%; Pol eta inh: -3%

How did Cc1ccc(C(=O)N/C(=C\c2ccccc2)C(=O)NCc2cccnc2)cc1 do in these assays?
GLS inh: -11%; BAZ2B inh: -34%; G9a inh: 10%; HP1b binding inh: 16%; PI4K2A inh: 2; Tb PGK inh: -9%; Pin1 inhibitor: 2%; JMJD2A Tudor: -15%; Pol eta inh: -8%

How did C(=N\n1cnnc1)/c1cccn1-c1ccccc1 do in these assays?
GLS inh: -2%; BAZ2B inh: -33%; G9a inh: 5%[0.501 µM]; HP1b binding inh: 18%; PI4K2A inh: 3; Tb PGK inh: 0%; Pin1 inhibitor: -1%; JMJD2A Tudor: inconclusive; Pol eta inh: 0%

What do the screens show for `O=C(Nc1ccc(F)c(Cl)c1)N1CCCC1`?
GLS inh: 0%; BAZ2B inh: 0%; G9a inh: 3%; HP1b binding inh: 12%; PI4K2A inh: 0; Tb PGK inh: -2%; Pin1 inhibitor: -3%; JMJD2A Tudor: -7%; Pol eta inh: -3%

What do the screens show for `c1ccc2c(c1)oc1c(Nc3ccc4c(c3)OCCO4)ncnc12`?
GLS inh: 8%; BAZ2B inh: -30%; G9a inh: 32%[0.501 µM]; HP1b binding inh: 24%; PI4K2A inh: -1; Tb PGK inh: -1%; Pin1 inhibitor: 5%; JMJD2A Tudor: inconclusive; Pol eta inh: -10%

What do the screens show for `CCOC(=O)C1(C)C=C(Nc2ccc(C(N)=O)cc2)C(=O)N1c1ccccc1` (centres undefined)?
GLS inh: -2%; BAZ2B inh: 2%; G9a inh: 2%[59 µM]; HP1b binding inh: 29%; PI4K2A inh: 0; Tb PGK inh: 7%; Pin1 inhibitor: 6%; JMJD2A Tudor: -3%; Pol eta inh: inconclusive

Results for CCOC(=O)c1c(-c2ccccc2)csc1NC(=O)CSc1nc(N)cc(N)n1 ?
GLS inh: -1%; BAZ2B inh: -26%; G9a inh: inconclusive; HP1b binding inh: -5%; PI4K2A inh: 6; Tb PGK inh: 6%; Pin1 inhibitor: 10%; JMJD2A Tudor: -32%; Pol eta inh: -15%

What do the screens show for `O=C(CN1C(=O)c2ccccc2C1=O)Nc1ccc(S(=O)(=O)N2CCOCC2)cc1`?
GLS inh: 0%; BAZ2B inh: -13%; G9a inh: -8%; HP1b binding inh: 3%; PI4K2A inh: 2; Tb PGK inh: inactive; Pin1 inhibitor: 3%; JMJD2A Tudor: -14%; Pol eta inh: -23%

What do the screens show for `COC(=O)c1cc2oc3ccccc3c2n1Cc1cccc(C)c1`?
GLS inh: -2%; BAZ2B inh: 59%[activator]; G9a inh: 66%[activator][59 µM]; HP1b binding inh: 99%[activator]; PI4K2A inh: 2; Tb PGK inh: -1%; Pin1 inhibitor: -1%; JMJD2A Tudor: 32%; Pol eta inh: 2%

A portion of the library; rates above refer to the full screens.
